Compound activity deposited in PubChem by National Center for Advancing Translational Sciences (NCATS).
ELG1 DNA repair: ELG1-dependent DNA repair inhibition | HEK293T ELG1-luciferase reporter, luminescence, 16 h; DNA damage induced by 5-fluorouridine | Potency, µM (doses to about 46.1 µM), for inactives: at the top dose activity change, negative = inhibition, hits mostly inhibitors | 330,000 compounds, 2.3% hits; further: potency means the concentration at half of the fitted maximal effect; on the % scale 0 is the no-effect control and ±100 the full control effect; nearly all actives have a fitted effect of over 55% in size
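Reporter activity after DNA damage by 5-fluorouridine is monitored. Compound-treated cells incubate 16 hr at 37 °C, then ONE-Glo is added for 30 min before luminescence reading.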
Eya2 phos inh: Eya2 (human) phosphatase inhibition | recombinant Eya2, OMFP fluorescence dephosphorylation (OMFP is methylfluorescein phosphate) | 330,000 compounds, 0.006% hits | O00167 | AID 488837 | Potency, µM (titrated, usually from 76.9 µM), for inactives: top-dose activity, negative = inhibition, hits mostly inhibitors; further: potency means the concentration at half of the fitted maximal effect; on the % scale 0 is the no-effect control and ±100 the full control effect
Target sequence (O00167 whole entry, looked up): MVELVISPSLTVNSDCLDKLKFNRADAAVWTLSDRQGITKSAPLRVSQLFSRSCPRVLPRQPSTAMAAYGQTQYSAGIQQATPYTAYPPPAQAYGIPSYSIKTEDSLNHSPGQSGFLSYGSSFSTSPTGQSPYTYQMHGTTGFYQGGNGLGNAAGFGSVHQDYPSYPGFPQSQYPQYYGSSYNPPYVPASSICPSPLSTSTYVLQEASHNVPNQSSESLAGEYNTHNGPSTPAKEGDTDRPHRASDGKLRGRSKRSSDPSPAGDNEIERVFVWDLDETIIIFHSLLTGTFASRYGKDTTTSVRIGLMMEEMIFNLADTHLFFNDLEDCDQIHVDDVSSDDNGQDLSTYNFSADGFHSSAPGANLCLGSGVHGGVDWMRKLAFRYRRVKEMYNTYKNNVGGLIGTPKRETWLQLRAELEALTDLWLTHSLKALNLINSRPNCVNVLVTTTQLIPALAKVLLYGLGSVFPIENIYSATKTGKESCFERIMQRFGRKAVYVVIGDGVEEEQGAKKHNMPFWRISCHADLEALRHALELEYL
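Eya2 protein (added as 0.2 uM solution) was preincubated with compound for 10 min at ambient temperature in 50 mM HEPES pH 7.5, 50 mM NaCl, 5 uM MgCl2, 0.05% BSA, 1 mM DTT. OMFP (added at 50 uM) then reacted 10 min; fluorescence read at 485/525 nm.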
TSG101-PTAP inh: blocks PTAP/TSG101 interaction to inhibit HIV-1 budding | Fluorescence polarization, FITC-PTAP peptide / Tsg101 binding | Potency, µM (titrated, usually from 115 µM), without a hit: top-dose activity change, negative = inhibition, hits mostly inhibitors | 340,000 tested, under 10 active | AID 493005; active means well fitted inhibition curve with a large enough effect in the main read-out, with a control signal flat, not every such curve was filed as active; inconclusive means small, poorly fitted or top-dose-only effect, or effect the other way, or a change in a side signal; inactive means no such curve, though single readings can be large or run the other way; further: potency means the concentration at half of the fitted maximal effect; % of control where 0% means no effect
Target sequence (Q99816 whole entry, looked up): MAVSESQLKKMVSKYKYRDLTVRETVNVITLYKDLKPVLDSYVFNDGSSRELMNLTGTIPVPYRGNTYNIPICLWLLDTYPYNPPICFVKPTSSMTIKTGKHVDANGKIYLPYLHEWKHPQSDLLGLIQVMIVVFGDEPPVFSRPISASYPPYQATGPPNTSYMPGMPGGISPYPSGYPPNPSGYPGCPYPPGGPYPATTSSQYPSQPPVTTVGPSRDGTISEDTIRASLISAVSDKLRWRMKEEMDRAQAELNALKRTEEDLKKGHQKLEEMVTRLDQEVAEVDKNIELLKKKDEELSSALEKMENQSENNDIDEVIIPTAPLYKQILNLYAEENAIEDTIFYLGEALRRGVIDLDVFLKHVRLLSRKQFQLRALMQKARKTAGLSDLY
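Tsg101 binding domain (10 uM final) was mixed with compound and a FITC-labeled PTAP peptide (50 nM final) in HEPES pH 7.5 buffer with NaCl, Tween 20, EDTA and TCEP; fluorescence polarization was read after 20 min at r.t.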
TSHR antag: antagonists of human thyroid stimulating hormone receptor | P16473 | TSHR-expressing cells, TSH-stimulated cAMP HTRF, 2 h; hits give low values | activity change, negative = inhibition, % at 11.5 µM | 330,000 compounds, 0.2% hits | AID 504810;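 active means activity change below a set negative limit, meaning inhibition stronger than a set level, cut at about -70% in these data; inconclusive means activity change between two set negative limits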; further: on the % scale 0 is the no-effect control and ±100 the full control effect
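Read-out is FRET at 665 nm (cryptate excitation 337 nm) from a cryptate-tagged anti-cAMP antibody, competed by cell cAMP against cAMP-d2. Compounds are tested on freshly harvested TSHR cells challenged with 4nM TSH (EC80) for 2 hours at 37 deg C.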
Integrin act MD: integrin-mediated muscular dystrophy alleviation activation; Potency, µM (top dose mostly 38.3 µM), for the others: at the top dose activation, hits mostly activators; 350,000 compounds, 0.064% hits; alpha7betagal myoblasts, beta-gal FDG fluorescence, 48 h; AID 624291;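 further: potency means the concentration at half of the fitted maximal effect; 100% = response of the positive control SU9516; nearly all actives have a fitted effect of over 60% in size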
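alpha7betagal+/- myoblasts (passage 13, 250/well) treated 48 h at 37C with compounds at 1:260 dilution of DMSO stock. Lysed, then beta-galactosidase activity read as FDG fluorescence (ex 480/em 540) after 30 min, with pre-read for autofluorescence.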
Mito fusion yeast: inhibitors of mitochondrial division or activators of mitochondrial fusion. S. cerevisiae fusion-defective mutant growth rescue, CellTiterGlo 48 h. Potency, µM (doses to about 46.1 µM), for the others: top-dose growth rescue (activation), usual class: activators. 320,000 compounds, 0.23% hits. AID 485298;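 further: potency means the concentration at half of the fitted maximal effect; % of control where 0% means no effect; nearly all actives have a fitted effect of over 45% in size; temperature-sensitive fusion mutants such as fzo1-1 at 37 °C on non-fermentable ethanol glycerol medium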
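Luminescent cell viability in 1536-well qHTS format served as the measure of rescued growth in ts fusion-mutant S. cerevisiae cultured on non-fermentable YPEG for 48 hours at 37C.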
AT treatment: candidate therapy for ataxia-telangiectasia | […] A-T fibroblasts, KAP-1 phosphorylation AlphaLISA; neocarzinostatin DNA damage 30 min before lysis | Potency, µM (titrated, usually from 57.5 µM), inactives show at the top dose activation, actives largely listed as activators | 320,000 compounds, 0.19% hits; further: potency means the concentration at half of the fitted maximal effect; % of control where 0% means no effect; nearly all actives have a fitted effect of over 45% in size
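hTERT-immortalized A-T patient fibroblasts ([…]), 500 cells/well in OPTI-MEM, 1% FBS, got compounds for 60 min, then NCS for 30 min at 37C. Lysates were then assayed for phospho-KAP-1 by AlphaLISA (anti-pKAP1 donor, anti-KAP1 acceptor beads), 6 hr at 25C.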
Tb PFK block: T. brucei PFK enzyme inhibition; T. brucei PFK, ADP-Glo luminescence; Potency, µM (highest dose often 57.5 µM), for the others: top-dose activity, negative = inhibition, actives largely listed as inhibitors; 330,000 compounds, 0.17% hits;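 further: potency means the concentration at half of the fitted maximal effect; 0% = uninhibited 1x PFK enzyme wells and -100% = no-enzyme wells; nearly all actives have a fitted effect of over 60% in size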
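ADP-Glo luminescence quantified ADP after 45 min at room temperature, with 1.25 nM T. brucei PFK, 0.1 mM ATP and 0.5 mM fructose-6-phosphate in pH 8.0 TEA buffer. qHTS titrations up to 57 µM; curves classified by quality.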
TCR act: activates T cell receptor signaling; primary human leukocytes, anti-CD3, IL-2 HTRF, 48 h; 330,000 tested, under 10 active; Potency, µM (top dose mostly 9.22 µM), for the others: at the highest dose activation of IL-2 secretion, most hits filed as activators; AID 504894; further: % of control where 0% means no effect
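HTRF read-out of IL-2 secretion: europium cryptate donor excited at 320nm, d2 acceptor emission at 665nm. Cells were primary human leukocytes incubated 48 hr with compounds and a-CD3 beads, supplying TCR signal only.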
BCR signal inh: inhibitors of chronic active B-cell receptor signaling | ABC-DLBCL IkBa-CBG/CBR reporter, luminescence ratio, 4 h | Potency, µM (doses to about 46.1 µM), for the others: at the top dose ratio change, negative = lower green/red ratio, usual class: inhibitors | 340,000 compounds, 0.05% hits; active means well fitted inhibition curve with a large enough effect in the signal ratio, with a control signal flat, not every such curve was filed as active; inconclusive means small, poorly fitted or top-dose-only effect, or effect the other way, or a change in a side signal; the % refers to the signal ratio;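 further: potency means the concentration at half of the fitted maximal effect; plate controls were basal doxycycline-induced cells for no effect and cells given 10 µM MG132 for full effect; MG132 reads +100%, hits lower the ratio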
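TMD8 human ABC-DLBCL cells with doxycycline-inducible IκBα–green luciferase fusion and unfused red luciferase, in 0.5% FBS medium; compounds up to 46 uM, 4 h at 37C. Green/red luminescence ratio, filter-overlap corrected, fitted to concentration-response curves.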
S-ASM inh: blocks human secretory acid sphingomyelinase; P17405; placental ASM, HMU-PC fluorogenic substrate, 60 min; Potency, µM (titrated, usually from 57.5 µM), inactives show at the top dose activity change, negative = inhibition, usual class: inhibitors; 340,000 compounds, 0.006% hits; further: potency means the concentration at half of the fitted maximal effect
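Human placenta-derived ASM enzyme was preincubated with compound for 10 minutes at room temperature, then given fluorogenic substrate HMU-PC0 (9 uM final) for 60 minutes at 37 °C; a pH 10 stop preceded fluorescence reading at Ex 386/Em 447 nm.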
* marks the source's active call; other numbers are inactive results; ? = inconclusive; . = not tested or not shown; [ ] = another dose, or the depositor's remark. Unless noted, the call rests on the fitted dose curve; in most records, active means well fitted curve in the direction sought with a large enough effect; inconclusive means small, poorly fitted or top-dose-only effect, or another doubt; inactive means no such curve, though single readings can be large; an effect the other way counts as inactive or inconclusive.

SMILES	ELG1 DNA repair	Eya2 phos inh	TSG101-PTAP inh	TSHR antag	Integrin act MD	Mito fusion yeast	AT treatment	Tb PFK block	TCR act	BCR signal inh	S-ASM inh
Cc1cccc(NC(=O)CN2C(=O)C(C)Oc3ccccc32)n1 (stereo not drawn)	4%	4%	-2%	6	20%	19%	0%	-3%	-35%	1%	6%
Cc1ccccc1CSCC(=O)c1c(N)n(C)c(=O)n(C)c1=O	4%	3%	-4%	-9	20%	2%	-9%	4%	-122%	3%	1%
CC(C)NC(=O)CN1CCN(c2ncccn2)CC1	0%	7%	-5%	29	-17%	2%	-3%	-3%	0%	0%	4%
Cc1ccc(Nc2ccc(C(N)=O)cc2[N+](=O)[O-])cc1C	?	-13%	-2%	12	-27%	?	25µM*	0%	-7%[46.1 µM]	-2%	?
O=[N+]([O-])c1ccc(-c2cnc(SCc3ccccc3Cl)[nH]2)cc1	?	5%	1%	-24	-8%	-4%	-10%	-5%	6%	?	-20%
CCOC(=O)C(C)Sc1nnc(CNC(=O)c2ccc(OC)cc2)n1C1CCCCC1 (stereo not drawn)	-9%	-6%	-7%	12	1%[7.66 µM]	-2%	3%	-1%	0%	14%	0%
Cn1cnnc1SCC(=O)N1CCN(C(=O)c2ccco2)CC1	0%	18%	-1%	2	-1%	-3%	3%	2%	4%	1%	6%
CCOC(=O)c1sc2nc(C)nc(SCC(N)=O)c2c1C	0%	6%	3%	-5	-6%	-3%	4%	4%	-6%[46.1 µM]	-1%	2%
CC1CC(C)CN(CCCNC(=O)CN2C(=O)CSc3ccc(S(=O)(=O)N4CCCCC4)cc32)C1 (stereo not drawn)	19%	1%	-4%	-38	-36%	3%	-5%	0%	0%	-1%	1%
CCN(CC)C(CNC(=O)CSc1nnnn1-c1c(C)cccc1C)c1ccco1 (stereo not drawn)	-6%	0%	3%	0	-2%	-1%	7%	0%	-5%	-16%	0%
Cc1c(NC(=O)CCN2C(=O)c3ccccc3C2=O)c(=O)n(-c2ccccc2)n1C	3%	21%	4%	22	20%	-6%	7%	1%	3%	1%	4%
COCCNCC(=O)Nc1nc(C)cs1	11%	-4%	0%	2	26%	18%	13%	2%	3%	11%	-4%
Cc1ccc(C(=O)NCC(=O)OCC(=O)N(CC(C)C)c2c(N)n(Cc3ccccc3)c(=O)[nH]c2=O)cc1	?	-13%	-1%	4	1%	-5%	-1%	0%	4%	8%	4%
COc1cccc(NC(=O)Nc2ccncc2)c1	10%	-3%	-10%	-13	-6%	2%	8%	-2%	-4%	?	2%
COc1ccc(-c2cc3nc(C)c(CCC(=O)N4CCN(c5ccccn5)CC4)c(C)n3n2)c(OC)c1	?	0%	-1%	-1	-21%	5%	4%	-2%	-3%	?	8%

Gathered by group, the entries above containing two or more sulfur atoms (two)
SMILES	ELG1 DNA repair	Eya2 phos inh	TSG101-PTAP inh	TSHR antag	Integrin act MD	Mito fusion yeast	AT treatment	Tb PFK block	TCR act	BCR signal inh	S-ASM inh
CCOC(=O)c1sc2nc(C)nc(SCC(N)=O)c2c1C	0%	6%	3%	-5	-6%	-3%	4%	4%	-6%[46.1 µM]	-1%	2%
CC1CC(C)CN(CCCNC(=O)CN2C(=O)CSc3ccc(S(=O)(=O)N4CCCCC4)cc32)C1 (stereo not drawn)	19%	1%	-4%	-38	-36%	3%	-5%	0%	0%	-1%	1%

Additional entries follow.
SMILES	ELG1 DNA repair	Eya2 phos inh	TSG101-PTAP inh	TSHR antag	Integrin act MD	Mito fusion yeast	AT treatment	Tb PFK block	TCR act	BCR signal inh	S-ASM inh
COc1cc(CNCCNC(=O)c2cccs2)cc(OC)c1OC	13%	4%	1%	9	?	2%	-2%	-1%	8%	-6%	-1%
O=C(Nc1ccc2oc(-c3ccc(Cl)c(Cl)c3)nc2c1)c1ncn[nH]1	?	14%	4%	-11	9%	7%	2%	4%	-5%	10%	5%
COC(=O)c1ccc(C2C(C(=O)Nc3ccccc3C)=C(C)Nc3ncnn32)cc1 (stereo not drawn)	?	9%	-1%	-5	-33%	-6%	1%	1%	4%	-4%	0%
O=C1OC(Nc2ncccn2)c2ccccc21 (stereo not drawn)	-4%	5%	-4%	2	19%	-2%	2%	5%	-1%	13%	6%
CC(C)c1cc(C(=O)N2CCCC(Nc3ccc(F)cc3)C2)n[nH]1 (stereo not drawn)	?	0%	.	6	-13%	1%	-4%	-9%	-5%	-1%	1%
O=C1CCCC/C1=N\Nc1ccc(C2CCCCC2)cc1	?	-5%	.	1	.	-2%	-5%	0%	.	8%	.
Cc1ccc(S(=O)(=O)N2C[C@@H]3[C@H]4CC[C@H](C4)[C@@H]3[C@@H](C)[C@H]2c2ccco2)cc1	-7%	-3%	-1%	-27	-1%	.	-7%	?	-2%[46.1 µM]	16%	-5%
CCOC(=O)c1cn2nc(Oc3cccc(C(F)(F)F)c3)ccc2n1	7%	-5%	-4%	-3	-25%	7%	9%	0%	2%	?	-3%
Cc1ccc(NC(=S)NNC(C)(C)C)cc1	-3%	6%	-2%	0	-25%	-6%	-6%	14%	7%	?	4%
O=C(Oc1c(Cl)cc(Cl)c2cccnc12)c1ccco1	?	-15%	-7%	-4	-18%	?	-1%	9%	3%	?	-1%
CCCC(=O)N(Cc1cccnc1)c1nc2c(OC)ccc(Cl)c2s1	22%	2%	-5%	-4	0%	1%	-9%	-2%	-10%	0%	1%
COc1ccc(-c2cc(C(F)(F)F)nc(SCC(=O)Nc3ccc4c(c3)OCO4)n2)cc1OC	-19%	-15%	-2%	0	2%	-3%	-7%	-2%	-5%[46.1 µM]	?	7%
CCCOc1ccc(/C=N/NC(=O)c2ccc3c(c2)OCO3)c(OCCC)c1	6%	3%	-8%	-10	9%	-5%	3%	-2%	1%	?	-4%
Cc1cccc(C(=O)Oc2c(Br)cc(Br)cc2/C=N/NC(=O)c2ccncc2)c1	8%	18%	1%	-5	?	-4%	1%	-1%	4%	6%	-5%
C/C(CC(=O)Nc1cccnc1)=N\NC(=O)C(C)Oc1ccc(Cl)cc1Cl (stereo not drawn)	4%	-14%	0%	-3	-9%	-1%	-10%	-8%	-8%	?	9%

The closing 3 compounds of the part above lead into the next:
SMILES	ELG1 DNA repair	Eya2 phos inh	TSG101-PTAP inh	TSHR antag	Integrin act MD	Mito fusion yeast	AT treatment	Tb PFK block	TCR act	BCR signal inh	S-ASM inh
CCCOc1ccc(/C=N/NC(=O)c2ccc3c(c2)OCO3)c(OCCC)c1	6%	3%	-8%	-10	9%	-5%	3%	-2%	1%	?	-4%
Cc1cccc(C(=O)Oc2c(Br)cc(Br)cc2/C=N/NC(=O)c2ccncc2)c1	8%	18%	1%	-5	?	-4%	1%	-1%	4%	6%	-5%
C/C(CC(=O)Nc1cccnc1)=N\NC(=O)C(C)Oc1ccc(Cl)cc1Cl (stereo not drawn)	4%	-14%	0%	-3	-9%	-1%	-10%	-8%	-8%	?	9%
CC(C)c1nnc(NC(=O)CCC(=O)Nc2ccc(Cl)cc2)s1	24%	4%	2%	-6	40%	-2%	12%	1%	3%	-8%	-1%
CCOc1ccccc1OCC(=O)O	-8%	26%	-2%	33	14%	-4%	9%	-1%	4%	-1%	3%
CCOc1ccc2nc(SCC(=O)N3c4ccccc4Sc4ccccc43)sc2c1	-12%	4%	-2%	0	14%	-5%	10%	-1%	-4%[46.1 µM]	4%	-5%
O=C(CSc1nnc(Cc2cc(=O)[nH]c(=O)[nH]2)n1-c1ccccc1)N1CCCC1	-5%	10%	-8%	17	6%	-2%	8%	6%	.	-14%	6%
CCN1CCCC(OC(=O)Nc2ccccc2)C1 (stereo not drawn)	0%	-11%	-14%	-3	21%	3%	5%	-2%	3%	-4%	2%
COC(=O)CCC(=O)Nc1cc(Cl)cc(Cl)c1	8%	-4%	-2%	16	-8%	5%	12%	-20%	-3%	?	-1%
